# PrPC surface inh – inhibitors of human cell surface prion protein PrPC. P04156. TR-FRET read-out. inhibition, % at 13.8 µM. hit rate 0.43% among 370,000. AID 720596; in the data active means inhibition above about 24%; further: 0% = median of the test wells and 100% = reference compound wells
# UGM FP inh – inhibitors of M. tuberculosis UDP-galactopyranose mutase; P9WIQ1; purified UGM, fluorescence polarization probe displacement; inhibition, % at 10 µM; hit rate 0.06% among 320,000; AID 504406; in the data active means inhibition above about 10%, passing the limit was not always enough; inconclusive means no clear call, values can overlap the other calls
# GDH-TPI inh – inhibits GDH-TPI coupling enzymes, artifact for Mtb FBA screen | inhibition, % at 4.8 µM | hit rate 1.2% among 360,000 | GDH-TPI coupled enzyme counterscreen, NADH absorbance; in the data active means inhibition above about 30%;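 further: 0% = DMSO wells and 100% = wells lacking the enzyme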
# Mtb BioA inh – inhibitors of Mycobacterium tuberculosis BioA enzyme; purified M. tuberculosis BioA enzyme, plate reader; hit rate 0.096% among 360,000; inhibition, % at 9.99 µM; in the data active means inhibition above about 40%; inconclusive means no clear call, values can overlap the other calls
# MazF activator – MazEF (E. coli) toxin RNase activation; FAM/BHQ RNA-DNA oligo cleavage fluorescence, 5 h; activation, % at 20 µM; hit rate 0.32% among 350,000; AID 504720; in the data active means activation above about 50%
# Target sequence (P0AE70 whole entry, looked up): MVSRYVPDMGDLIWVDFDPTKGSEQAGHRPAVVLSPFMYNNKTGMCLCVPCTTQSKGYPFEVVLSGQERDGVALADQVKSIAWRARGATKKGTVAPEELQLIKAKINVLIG
# Mtb FBA inh – inhibits M. tuberculosis FBA enzyme | purified M. tuberculosis FBA, fluorescence read-out | inhibition, % at 1 µM | hit rate 2.3% among 360,000 | AID 588726; in the data active means inhibition above about 27%;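 further: 0% = vehicle and 100% = reference inhibitor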
# Target sequence (P9WQA3 whole entry, looked up): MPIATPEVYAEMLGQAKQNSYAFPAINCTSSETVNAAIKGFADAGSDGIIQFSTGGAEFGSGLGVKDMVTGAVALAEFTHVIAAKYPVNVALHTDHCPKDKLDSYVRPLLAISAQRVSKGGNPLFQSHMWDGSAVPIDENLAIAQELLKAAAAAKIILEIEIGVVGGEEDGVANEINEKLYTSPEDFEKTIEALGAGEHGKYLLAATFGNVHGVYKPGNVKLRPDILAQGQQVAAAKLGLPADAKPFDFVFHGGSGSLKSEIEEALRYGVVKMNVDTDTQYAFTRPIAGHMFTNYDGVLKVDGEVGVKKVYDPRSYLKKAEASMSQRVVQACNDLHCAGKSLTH
# BoNT-F LC inh – BoNT F light chain protease inhibition; Multiplex microsphere protease cleavage assay, flow cytometry; inhibition, % at 10 µM; hit rate 0.22% among 360,000; AID 588497; in the data active means inhibition above about 35%, passing the limit was not always enough; inconclusive means no clear call, values can overlap the other calls; further: plate controls were buffer without enzyme for full effect and enzyme alone for no effect
# Rv3671c inh – inhibits the M. tuberculosis serine protease Rv3671c; inhibition, % at 5.96 µM; hit rate 0.048% among 320,000; AID 2606; in the data active means inhibition above about 38%;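 further: extracellular domain of Rv3671c used as enzyme; 0% = enzyme with DMSO and 100% = no enzyme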
# Target sequence (P9WHR9 whole entry, looked up, the tested form may be a part): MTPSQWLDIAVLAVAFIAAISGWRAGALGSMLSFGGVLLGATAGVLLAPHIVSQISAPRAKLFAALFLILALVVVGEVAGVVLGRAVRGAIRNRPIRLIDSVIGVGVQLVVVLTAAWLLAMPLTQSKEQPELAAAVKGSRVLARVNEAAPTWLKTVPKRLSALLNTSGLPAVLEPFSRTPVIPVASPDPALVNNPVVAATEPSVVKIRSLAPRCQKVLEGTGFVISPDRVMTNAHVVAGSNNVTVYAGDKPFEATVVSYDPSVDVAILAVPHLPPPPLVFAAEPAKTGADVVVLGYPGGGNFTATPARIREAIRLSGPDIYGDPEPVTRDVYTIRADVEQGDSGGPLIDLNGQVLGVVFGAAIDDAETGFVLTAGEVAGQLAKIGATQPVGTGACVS
# FadD28 FP inh – M. tuberculosis FadD28 bisubstrate binding inhibition; FadD28 bisubstrate probe binding, fluorescence polarization; inhibition, % at 12.5 µM; hit rate 0.22% among 360,000; in the data active means inhibition above about 8.5%, passing the limit was not always enough; inconclusive means no clear call, values can overlap the other calls
# * marks the source's active call; other numbers are inactive results; ? = inconclusive; . = no result given. Compounds as they come; overall some 4.8% were active at least once.
SMILES,PrPC surface inh,UGM FP inh,GDH-TPI inh,Mtb BioA inh,MazF activator,Mtb FBA inh,BoNT-F LC inh,Rv3671c inh,FadD28 FP inh
CC(=NNC(=S)N1CCCCC1)c1cccc(C)n1,-5,.,9,.,3,11,30,.,-1.2
CCOC(=O)c1c(NC(=O)C(C)Sc2nnc(C)c(=O)[nH]2)sc2c1CCCC2 (stereo not given),-4,-3.9,7,4.1,7,0,-7,-5,-9.5
O=c1c2c(-c3cccs3)csc2ncn1/N=C/c1ccc(OC(F)F)cc1,-3,5.9,3,-0.8,-7,7,-4,5,-0.4
Cc1cc(C)c(NC(=S)N(CCN2CCCCC2)Cc2ccco2)c(C)c1,0,1.0,9,.,-4,-3,-4,5,0.4
CCOc1ccc(CCNC(=O)COC(=O)C2CCN(S(=O)(=O)c3ccccc3)CC2)cc1OCC,1,.,0,0.2,-1,1,.,.,-0.4
CCOC(=O)c1c(NC(C)=O)sc2c(O)c(Br)cc(Br)c12,-2,5.0,3,.,6,-1,-26,1,?
COc1ccc(C)c2sc(=NC(=O)c3cccc(N4C(=O)CCC4=O)c3)n(C)c12,13,1.4,13,.,-50,-1,-1,9,-0.6
CCOc1ccc(NS(=O)(=O)c2ccc(OCC(=O)NCc3ccncc3)cc2)cc1,3,1.8,-2,0.8,0,-1,4,-8,-1.4
O=C(NN=C1CCCCCC1)c1cccs1,-1,-0.1,10,-1.4,1,8,6,8,-0.3
Cc1ccccc1CC(=O)Nc1ccc(S(=O)(=O)N2CCOCC2)cc1,3,-3.6,-10,-1.1,-1,-1,1,-2,-3.4
CCNC(=O)CC(=O)Nc1ccccc1C(=O)O,0,1.1,5,-1.0,-1,3,-18,1,-2.0
O=C(COC(=O)CCc1nc2ccccc2c(=O)[nH]1)Nc1ccc2c(c1)OCO2,-3,-2.7,3,.,-14,1,-12,0,-4.3
CCOc1ccc(NC(=O)CN2C(=O)COc3ccc(S(=O)(=O)N4CCCC4)cc32)cc1,18,2.3,4,0.9,2,-2,3,-5,0.1
CCC1(c2ccccc2)NC(=O)N(CC(=O)Nc2ccc(OC)nc2)C1=O (stereo not given),-3,8.0,0,-13,-355,1,-8,-3,-0.3
O=C1CC(C(=O)Nc2ccccc2)S/C(=N\N=C\c2ccco2)N1 (stereo not given),2,1.6,29,-1.4,8,-4,9,-4,-0.3
Cc1ccc(C)c(S(=O)(=O)NCCCc2ccccc2)c1,-2,-4.2,-2,-1.4,-8,1,-4,-5,0.0
O=C(N/N=C/c1ccccc1C(=O)O)c1cc(-c2ccc3c4c(cccc24)CC3)n[nH]1,13,-0.9,3,.,-20,2,-2,-37,-13
COC(=O)[C@]1(C)CCC[C@@]2(C)C3CC[C@@]4(C)C[C@]3(CCC21)CC(=O)N4Cc1ccc(OC)cc1 (stereo not given in full),9,-0.2,2,-2.8,0,-1,9,-11,-1.9
COc1cccc(NC(=O)CSc2nnc(Cn3c(=O)sc4ccccc43)n2C)c1,5,0.9,17,-2.9,6,2,-7,1,-0.4
CCS(=O)(=O)Nc1cccc(C2=NN(S(=O)(=O)c3ccc(C)cc3)C(c3ccco3)C2)c1 (stereo not given),-5,-0.5,8,-2.9,0,3,-5,-1,0.5
COc1ccccc1/C=N/NC(=O)c1ccc(C)nc1,5,1.2,8,0.2,11,2,-41,-2,-0.1
O=c1[nH]c2cc(Cl)ccc2n(CCNc2ncc(C(F)(F)F)cc2Cl)c1=O,6,-3.4,-4,.,4,2,1,10,-0.1
N#CCc1ccc(NS(=O)(=O)c2ccc(C3CCCCC3)cc2)cc1,15,-3.0,11,0.0,-15,1,-4,-9,-2.8
Cc1sc2nc(CSc3ncn[nH]3)[nH]c(=O)c2c1C,-8,-0.7,6,.,-6,3,-1,0,-0.1
O=C(Nc1ccccc1)N(C1=NCCC1)c1ccccc1,6,-3.8,0,.,-2,-2,-2,0,-4.4
SMILES,PrPC surface inh,UGM FP inh,GDH-TPI inh,Mtb BioA inh,MazF activator,Mtb FBA inh,BoNT-F LC inh,Rv3671c inh,FadD28 FP inh
CC(=O)c1cc(C#N)c(SCC(=O)Nc2nccs2)nc1C,-4,2.9,2,-4.3,2,-1,-4,-8,-1.2
COc1ccccc1N1CCN(C(=O)c2ccc(-c3ccc(Cl)cc3)o2)CC1,7,-3.6,6,-0.1,-1,0,-2,-5,.
CCCCNC(=O)C(Sc1ccccc1)c1ccccc1 (stereo not given),7,0.0,3,0.1,1,1,6,-8,-3.7
O=C(COc1ccccc1)N/N=C/c1sc(=O)n(Cc2cccc(C(=O)O)c2)c1Cl,-6,0.9,23,.,-17,-3,.,2,-6.8
Cc1ccc2nc(C(C)(C)C)c(Cc3cccc(Cl)c3)n2c1,-6,.,.,9.8,.,25,-7,.,-14
CCCc1[nH]nc2c1C1(C(=O)N(CC)c3ccccc31)C(C#N)=C(N)O2 (stereo not given),.,0.8,8,-2.0,2,5,-7,4,0.0
CCOC(=O)c1ccc2c(c1)n(CC)c(C)[n+]2CC,-2,0.5,-3,.,3,2,-3,3,1.3
COc1ccc2cc(/C(C)=N/NC(=O)c3cc(-c4cccnc4)nc4ccccc34)ccc2c1,3,0.8,12,.,-22,34*,-1,-5,-1.6
Nc1cc(C(=O)OCC(=O)NNC(=O)c2ccccc2)ccc1Cl,14,-1.5,-12,0.3,8,4,6,2,-1.6
Cc1ccc(NC(=O)c2ncn[nH]2)cc1,-5,-0.1,3,.,-3,-2,-1,-6,-2.9
Cn1cc(CNC(=O)/C=C/c2ccc(Cl)cc2)cn1,0,-5.5,3,.,-15,-1,-19,0,-1.5
CCCOc1ccc(C2NC(=O)NC2=O)cc1 (stereo not given),0,1.1,3,-0.6,0,3,?,-5,1.2
Cc1cc(Nc2ccc(C)c(C)c2)c2ccccc2n1,-2,0.4,25,-0.3,22,0,1,-6,0.4
COc1ccc(-c2csc(NC(=O)C3CSC4(C)CCC(=O)N34)n2)cc1 (stereo not given),-8,1.3,7,-1.4,-7,-1,-2,-2,-3.8
Cc1nc2scc(-c3ccccc3)c2c(=O)n1/N=C/c1ccco1,-1,-3.0,5,-0.9,-3,-11,13,-5,-2.6
Cc1ccc(C)c(NC(=O)c2cnc3n(c2=O)CCS3)c1,-5,2.7,2,.,4,3,-17,0,-1.1
Cc1cccc(NC(=O)CS(=O)(=O)c2cn(C)c3ccccc23)c1,2,0.1,19,-0.3,7,2,2,8,-0.5
O=C(NCc1ccco1)/C(=C\c1cccs1)NC(=O)c1cccs1,-13,0.1,18,.,12,-2,4,5,-2.4
Cc1cc(-c2csc(NC(=O)c3ccc(C#N)cc3)n2)c(C)n1Cc1ccco1,4,0.9,14,.,3,-1,-13,-4,-0.2
Cc1nc(C)c(C(=O)N(c2ccccc2F)C(C(=O)NCC2CCCO2)c2ccccc2)s1 (stereo not given),7,0.5,6,-1.5,3,1,-4,7,.
COc1ccc(NC(C)=O)cc1NC(=O)CSc1nnc(-c2ccc(F)cc2)n1N,-12,0.7,-10,5.9,-3,0,-2,-4,-3.9
COc1cccc(-c2ncc3ccccc3c2COC(=O)c2cccc(Br)c2)c1,-2,-1.4,8,-3.6,-9,-2,-1,-3,-0.1
CCOC(=O)CNC(=O)c1cccs1,-8,1.1,-6,.,5,-2,0,-2,-3.0
CCOc1cc(NC(=S)NCC(C)C)c(OCC)cc1NC(=O)c1ccco1,9,-1.8,8,.,7,3,-11,1,-0.5
Cc1cc(C(=O)CSc2nnc(-c3ccco3)o2)c(C)n1C,2,-1.0,5,0.3,7,0,.,-9,0.7
SMILES,PrPC surface inh,UGM FP inh,GDH-TPI inh,Mtb BioA inh,MazF activator,Mtb FBA inh,BoNT-F LC inh,Rv3671c inh,FadD28 FP inh
CCCc1cc(=O)oc2c(C)c(OCC(=O)N3CCC[C@@H]3C(=O)O)ccc12,8,1.1,19,-0.1,-4,43*,1,1,-0.7
Cc1cc(C(F)(F)F)nc(SCC(=O)Nc2ccccc2)n1,2,0.2,4,1.0,1,0,-4,3,-0.1
COC1C=CC=C(C)C(=O)NC2=CC(=O)C(N)=C(CC(C)CC(OC)C(O)C(C)C=C(C)C1OC(N)=O)C2=O (stereo not given),-33,.,23,.,2,-2,-8,.,1.5
COc1ccc(NS(=O)(=O)c2ccc(NC(=S)NC(=O)c3cccc(F)c3)cc2)nn1,6,0.4,10,0.3,-5,2,-6,4,-0.5
O=C(O)COc1ccc(/C=N/NC(=O)COc2nsnc2N2CCOCC2)cc1,0,0.3,7,0.3,5,2,2,-4,-1.7
O=C(CCc1ccccc1Cl)Nc1cc(S(=O)(=O)N2CCOCC2)ccc1N1CCCC1,-2,.,7,-1.0,0,6,20,.,-0.3
COc1ccc(NS(=O)(=O)c2ccc(N3CCOCC3)c(NC(=O)/C=C/C(=O)O)c2)cc1,-1,.,6,0.4,-2,6,-5,.,-0.7
COC(=O)c1ccccc1N(C)S(C)(=O)=O,1,0.9,2,-1.0,3,1,?,2,-1.5
Cc1noc(NS(=O)(=O)c2ccc(N/C=C/C(=O)c3cccnc3)cc2)c1C,-15,0.2,34*,23,6,0,-14,4,-1.6
CC(=O)Nc1ccc(NC(=O)C(C)OC(=O)/C=C/c2cccs2)cc1 (stereo not given),4,-2.3,11,.,2,0,-6,-8,-2.3
CCOC(=O)C1CCN(c2cc(=O)n(-c3ccccc3Cl)c(=O)[nH]2)CC1,-4,-1.0,9,0.9,4,-2,-6,-4,1.1
N#Cc1ccc2[nH]c(CO)c(-c3ccccc3)c2c1,6,0.6,11,5.5,2,7,-1,-7,-0.9
CCC(=O)NC(=S)Nc1cccc(NC(=O)CC)c1,-5,1.9,6,-2.0,1,8,-9,-1,-0.8
COc1ccccc1N(C)S(=O)(=O)c1ccc(C(=O)OCC(=O)NCc2ccco2)cc1,-3,1.3,-4,1.1,-7,4,-10,2,-4.1
C[C@@H](NC(=O)C1(c2ccccc2)CCN(C(=O)OC(C)(C)C)CC1)C(=O)N[C@@H](Cc1ccccc1)C(=O)O,-5,-0.5,-7,-0.3,-8,-2,-4,-1,-3.7
O=C(Cn1nc(C(F)(F)F)c2c1CCCC2)NCc1ccco1,3,1.1,6,-2.2,6,1,4,-3,-4.7
O=C(NCC(=O)N(c1cccc(F)c1)C(C(=O)NC1CCCC1)c1cccnc1)c1cccs1 (stereo not given),2,-1.7,-4,.,3,0,0,0,-0.7
COc1cccc(-c2cccc(NC(=O)C3CCN(CC4CCOC4)CC3)c2)c1 (stereo not given),-3,-1.9,7,-1.8,10,0,0,-1,-0.8
COc1ccccc1-n1c(CCC(=O)O)ccc1-c1ccccc1,3,2.1,6,2.3,5,-2,-1,-3,-2.5
CC1(C)Cc2c(cnn2-c2ccc(F)cc2)C(NC(=O)c2ccoc2)C1 (stereo not given),-2,1.4,7,0.6,3,-3,3,0,-0.5
CN(C)CC1CSCCC1(O)c1ccccc1Cl (stereo not given),4,3.3,-3,-0.3,3,-5,12,-7,-5.6
COCc1nnc(NS(=O)(=O)c2ccc(Br)cc2)s1,2,1.0,-1,1.0,-2,-4,-10,-7,-0.4
Cc1cccc(NC(=O)CCC(=O)N2CCOCC2)n1,6,0.8,-2,-2.5,5,4,-3,9,1.5
COc1ccc(/C=C(\NC(=O)c2ccc(OCC(C)C)cc2)C(=O)OCc2ccco2)cc1,4,0.1,13,.,-6,-2,-18,-32,1.4

# Fetched one by one from the list above:
SMILES,PrPC surface inh,UGM FP inh,GDH-TPI inh,Mtb BioA inh,MazF activator,Mtb FBA inh,BoNT-F LC inh,Rv3671c inh,FadD28 FP inh
CCC1(c2ccccc2)NC(=O)N(CC(=O)Nc2ccc(OC)nc2)C1=O (stereo not given),-3,8.0,0,-13,-355,1,-8,-3,-0.3
Cc1cccc(NC(=O)CS(=O)(=O)c2cn(C)c3ccccc23)c1,2,0.1,19,-0.3,7,2,2,8,-0.5
CCCc1cc(=O)oc2c(C)c(OCC(=O)N3CCC[C@@H]3C(=O)O)ccc12,8,1.1,19,-0.1,-4,43*,1,1,-0.7
COc1cccc(NC(=O)CSc2nnc(Cn3c(=O)sc4ccccc43)n2C)c1,5,0.9,17,-2.9,6,2,-7,1,-0.4
CCOC(=O)c1c(NC(C)=O)sc2c(O)c(Br)cc(Br)c12,-2,5.0,3,.,6,-1,-26,1,?
CCC(=O)NC(=S)Nc1cccc(NC(=O)CC)c1,-5,1.9,6,-2.0,1,8,-9,-1,-0.8
COc1ccc(-c2csc(NC(=O)C3CSC4(C)CCC(=O)N34)n2)cc1 (stereo not given),-8,1.3,7,-1.4,-7,-1,-2,-2,-3.8

# Screening results as filed in PubChem.
